High-throughput results from PubChem BioAssay.
phage Ecoli inh – growth loss of phage-infected E. coli, primary screen, RecBCD inhibitor project, absorbance, with phage, HTS. inhibition, % at 11.9 µM. actives 0.26% (n = 360,000); in the data active means inhibition above about 11%
Numbers without * were called inactive. This is a subset; count on the stated rates, not on these rows.

SMILES | phage Ecoli inh
COc1ccc(OC(F)(F)F)cc1CC1(C)C(=O)Nc2ccc(-c3ccsc3)cc21 (stereo unspecified) | -0.8
CCCC(=O)N1CCC1(C)C(=O)NS(=O)(=O)c1ccc(C)cc1 (stereo unspecified) | 3.1
CCOC(=O)Cn1c2c(n(-c3ccc(F)cc3)c1=O)C=C(c1ccccc1)[C@@H](C)C(C(=O)N(C)C1CCCCC1)=C2 | 3.3
CO[C@H]1CN(C)C(=O)c2cc(NC(=O)C3CCOCC3)ccc2OC[C@H](C)N(Cc2nccs2)C[C@H]1C | 4.3
C[C@@H]1CCCCO[C@@H](CN(C)CC2CCCCC2)[C@@H](C)CN([C@H](C)CO)C(=O)c2cc(NC(=O)Nc3ccc4c(c3)OCO4)ccc2O1 | 9.4
O=C(N[C@H](C(=O)N1CCC[C@H]1C(=O)NC1CCCC1)C1CCCCC1)c1ccc(Cl)c(Cl)c1 | 2.2
COCCCNc1ccn2nc(-c3ccc(OCc4ccccc4)cc3)cc2n1 | 0.0
COC(=O)[C@]12C[C@H](CC(=O)NCc3cccc(C(F)(F)F)c3)C(=O)N(CCC3=CCCCC3)C1=C[C@H](COCc1ccccc1)O[C@@H]2C | 1.2
O=c1[nH]c(-c2ccccc2)cn1C1CCN(Cc2ccc(-c3nc4ccc(Br)cc4nc3-c3ccccc3)cc2)CC1 | -2.7
Cc1nc(C(F)(F)F)ccc1C(=O)N1CCCCCC1(C)C(=O)NCC(C)C (stereo unspecified) | 3.0
CCc1nc2ccc(C(=O)NCCNC(C)=O)cn2c1N(C)Cc1ccc(OC)cc1 | 1.2
COC(=O)[C@]12CCCCC=C1N(Cc1cccc3ccccc13)C(=O)[C@H](CC(=O)NCc1ccc(C)o1)C2 | 0.2
CCCCCCCCN1C(=O)[C@H](CC(=O)N2CCN(C(=O)C3CC3)CC2)C[C@@]2(C(=O)OC)CC(C)(C)CC=C12 | 2.8
CCc1nc2c(OCc3ccc(OC)cc3)cccn2c1N(C)C(=O)c1ccco1 | 1.7
O=[N+]([O-])c1ccc(CN2[C@H](COCc3ccccc3)[C@@H](N3CCCC3)CS2(=O)=O)cc1 | 0.7
Cc1cc(C)c(NC(=O)C2C(=O)Nc3ccccc3C(=O)N2C(C)(C)C)c(C)c1 (stereo unspecified) | 2.8
O=C(CC[C@H]1O[C@@H](n2ccc(=O)[nH]c2=O)[C@H](O)[C@@H]1O)N[C@@H](Cc1ccccc1)C(=O)NCc1ccccc1 | 0.0
O=C(NCc1ccccc1)c1cc(C2COCCN2C(=O)C2CC2)on1 (stereo unspecified) | 3.5
Cc1ccc(CNC(=O)[C@H]2O[C@@H](n3cnc4c(N)ncnc43)[C@H](O)[C@@H]2O)o1 | 0.7
COc1ccc2c(CN3CCCC3)cc(=O)oc2c1 | 2.5
C#CCN1CC(COc2ccccc2)Oc2cccc(Oc3ccc(OC)cc3)c2S1(=O)=O (stereo unspecified) | 2.3
c1ccc(COCCc2cn(Cc3ccccc3)c3ccccc23)cc1 | 1.9
O=C(NC(c1ccccc1)c1ccc2ccccc2n1)C1CCN(Cc2ccc(Oc3ccccc3)cc2)CC1 (stereo unspecified) | 5.2
NC(=O)c1cccc(Nc2nc(C(N)CCc3ccccc3)cs2)n1 (stereo unspecified) | -1.7
C[C@@H]1C=CCCO[C@]12C(=O)N(Cc1ccccc1C(F)(F)F)c1cccc(Br)c12 | -2.7
CCCCNC(=O)C1(C)CCC(=O)N1C1CCN(Cc2ccccc2)CC1 (stereo unspecified) | 2.3
COC(=O)c1ccc(CN2C(=O)[C@]3(OCCC=C[C@H]3C)c3ccccc32)cc1 | 3.1
Cc1cccc(C)c1NC(=O)C1(C)CN(S(C)(=O)=O)CC(=O)N1CCc1c[nH]c2ccccc12 (stereo unspecified) | 1.7
O=C(CC[C@H]1O[C@@H](n2ccc(=O)[nH]c2=O)[C@H](O)[C@@H]1O)N[C@H](Cc1ccccc1)C(=O)NCc1cccs1 | 1.8
COc1ccc(-c2cc(NC(C)=O)c3ncc(-c4cc(OC)c(OC)c(OC)c4)n3c2)cn1 | 2.6
CC(C)(C)NC(=O)C1c2ccccc2OCC(=O)N1CCCN1CCOCC1 (stereo unspecified) | 2.5
CCc1nc2c(OCCn3cccc3)cccn2c1N(C)C(=O)c1ccc(C)cc1 | 0.6
Cc1ccc(S(=O)(=O)NC(=O)C2(C)CCN2C(=O)c2ccccc2CCc2ccccc2)cc1 (stereo unspecified) | 1.9
COc1ccc(-c2nc3ccc(Br)cn3c2Cc2cccc(Cl)c2)cc1OC | 2.2
C[C@H](CO)N1C[C@H](C)[C@H](CN(C)C(=O)Nc2ccc(N3CCCCC3)cc2)OCc2cnnn2CCCC1=O | 2.3
COc1ccc2c(CN3CCN(C(C)=O)CC3)cc(=O)oc2c1 | 0.7
OC[C@@H]1CN(Cc2cccnc2)C[C@H](n2cnc3c(NC4CCCC4)ncnc32)O1 | 4.9
O=C1CCC(OCc2ccccc2)CCN1[C@H](CSc1ccccc1)Cc1ccccc1 (stereo partly specified) | 1.8
Fc1cccc(Cc2c(-c3ccco3)nc3c4ccccc4ccn23)c1 | 1.7
CN1CCCN(c2cc(-c3ccc4ccccc4c3)nc3ccnn23)CC1 | -4.0

Taken from above (16 entries):
SMILES | phage Ecoli inh
COc1ccc(OC(F)(F)F)cc1CC1(C)C(=O)Nc2ccc(-c3ccsc3)cc21 (stereo unspecified) | -0.8
CCCC(=O)N1CCC1(C)C(=O)NS(=O)(=O)c1ccc(C)cc1 (stereo unspecified) | 3.1
CCOC(=O)Cn1c2c(n(-c3ccc(F)cc3)c1=O)C=C(c1ccccc1)[C@@H](C)C(C(=O)N(C)C1CCCCC1)=C2 | 3.3
CO[C@H]1CN(C)C(=O)c2cc(NC(=O)C3CCOCC3)ccc2OC[C@H](C)N(Cc2nccs2)C[C@H]1C | 4.3
C[C@@H]1CCCCO[C@@H](CN(C)CC2CCCCC2)[C@@H](C)CN([C@H](C)CO)C(=O)c2cc(NC(=O)Nc3ccc4c(c3)OCO4)ccc2O1 | 9.4
O=C(N[C@H](C(=O)N1CCC[C@H]1C(=O)NC1CCCC1)C1CCCCC1)c1ccc(Cl)c(Cl)c1 | 2.2
COCCCNc1ccn2nc(-c3ccc(OCc4ccccc4)cc3)cc2n1 | 0.0
COC(=O)[C@]12C[C@H](CC(=O)NCc3cccc(C(F)(F)F)c3)C(=O)N(CCC3=CCCCC3)C1=C[C@H](COCc1ccccc1)O[C@@H]2C | 1.2
O=c1[nH]c(-c2ccccc2)cn1C1CCN(Cc2ccc(-c3nc4ccc(Br)cc4nc3-c3ccccc3)cc2)CC1 | -2.7
Cc1nc(C(F)(F)F)ccc1C(=O)N1CCCCCC1(C)C(=O)NCC(C)C (stereo unspecified) | 3.0
CCc1nc2ccc(C(=O)NCCNC(C)=O)cn2c1N(C)Cc1ccc(OC)cc1 | 1.2
COC(=O)[C@]12CCCCC=C1N(Cc1cccc3ccccc13)C(=O)[C@H](CC(=O)NCc1ccc(C)o1)C2 | 0.2
CCCCCCCCN1C(=O)[C@H](CC(=O)N2CCN(C(=O)C3CC3)CC2)C[C@@]2(C(=O)OC)CC(C)(C)CC=C12 | 2.8
CCc1nc2c(OCc3ccc(OC)cc3)cccn2c1N(C)C(=O)c1ccco1 | 1.7
O=[N+]([O-])c1ccc(CN2[C@H](COCc3ccccc3)[C@@H](N3CCCC3)CS2(=O)=O)cc1 | 0.7
Cc1cc(C)c(NC(=O)C2C(=O)Nc3ccccc3C(=O)N2C(C)(C)C)c(C)c1 (stereo unspecified) | 2.8

Other entries
SMILES | phage Ecoli inh
COc1cc2c(cc1[N+](=O)[O-])-c1ccc([N+](=O)[O-])cc1C2 | 0.1
CCOC(=O)N(C)c1c(CC)nc2c(OCCC3CCCCC3)cccn12 | 1.4
C=C1C(=O)[C@]23C[C@H]1CCC2[C@@]1(C)C(C[C@@H]3O)[C@](C)(C(=O)O)C[C@H](O)[C@@H]1O (stereo partly specified) | 3.4
CCCCNc1ccc2c(c1)OC[C@@H](CC(C)C)NS2(=O)=O | 2.1
CC1(C(=O)NS(=O)(=O)c2ccc(Cl)cc2)CCN1C(=O)Cc1cccs1 (stereo unspecified) | 0.5
COC(=O)C1(C(=O)OC)Cc2ccccc2N(S(=O)(=O)c2ccc(C)cc2)C1CC(C)=O (stereo unspecified) | 0.7
Cc1cccc(C)c1-n1nnnc1C(c1ccnc2ccccc12)N(CCC#N)Cc1ccccc1 (stereo unspecified) | -2.5
CCCc1nc2ccc(C)cn2c1Cc1ccccc1 | -0.9
Clc1ccccc1OCCNc1nc(NCC2CC2)nc2ccsc12 | 1.9
O=C(NCc1ccccc1)[C@H]1CCCN1C(=O)[C@H]1CCCN1C(=O)c1cccc2ccccc12 | 0.1
Cn1nc(C(C)(C)C)cc1C(=O)N1CCCC(c2cc(C(=O)NCc3ccccc3)no2)C1 (stereo unspecified) | 0.1
CN1CCC(N2CCN(C3CN(Cc4ccc(F)cc4)S(=O)(=O)C3)CC2)CC1 (stereo unspecified) | 1.8
CCNC(=O)C1(C)CCN(C(=O)c2cccc3ccccc23)C1 (stereo unspecified) | 2.1
CC1(C(=O)NCc2ccc(C(F)(F)F)cc2)CCN1Cc1cc2ccccc2o1 (stereo unspecified) | -0.5
Fc1cccc(Cc2c(-c3ccc(Cl)cc3)nc3c(Cl)cc(C(F)(F)F)cn23)c1 | 1.9
Cc1cccc(C)c1-n1nnnc1C(C1CC1)N1CCN(C/C=C/c2ccccc2)CC1 (stereo unspecified) | 2.8
O=C(O)Cn1nnc(-c2ccccc2)c1COc1ccccc1 | 3.2
COc1ccc(C(C#N)=C2C=CC(=NO)c3ccccc32)cc1 | 2.4
COc1ccc([C@H]2CC(=O)C[C@@H](CCn3cc(-c4nccn4C)nn3)O2)cc1 | 0.9
COc1ccc(NC(=O)c2cc(-c3ccc(F)cc3C)n[nH]2)cc1OC | 2.9
CCCCNC(=O)C1C(c2ccc(OC)cc2)=Nc2ccccc2N1C(=O)c1cccnc1 (stereo unspecified) | 2.7
COC(=O)c1cc2c(c3c4cc(C)ccc4n(S(=O)(=O)c4cccc(C)c4)c13)C(=O)N(Cc1ccc(C(F)(F)F)cc1)C2 | 3.6
CC(=O)c1ccc(OC2(C)CCN(Cc3csc4ccccc34)C2)cc1 (stereo unspecified) | 1.9
CC(C)Nc1ncnc2c1ncn2[C@H]1CN(Cc2ccc3c(c2)OCO3)C[C@@H](CO)O1 | 3.2
CCc1nc2ccc(C(=O)Nc3cccc(NS(C)(=O)=O)c3)cn2c1N(CCC(C)C)CCN(C)C | 3.2
Cn1nc(C(C)(C)C)cc1N1C(=O)CCC1(C)C(=O)Nc1ccc2c(c1)OCCO2 (stereo unspecified) | 2.3
COC(=O)[C@@]12C[C@@H](CC(=O)NCc3cccc(C(F)(F)F)c3)C(=O)N(Cc3ccccc3)C1=CCC(C)(C)C2 | 1.6
Nc1[nH]c(C(=O)c2ccccc2)c(-c2ccccc2C(F)(F)F)c1C(=O)c1cccs1 | -0.4
CCc1nc2c(OCCOc3ccc(F)cc3)cccn2c1N(C)C(=O)c1ccccc1F | 1.7
CCCCCCN1CCN(C2CN(C3CCCCC3)S(=O)(=O)C2)CC1 (stereo unspecified) | 1.5
COC(=O)[C@]12C[C@H](CC(=O)NCc3ccc(C)o3)C(=O)N(Cc3ccc4c(c3)OCO4)C1=C[C@H](C(C)(C)C)O[C@@H]2C | 4.1
CC(C)Nc1ncnc2c1ncn2[C@H]1CN(Cc2ccco2)C[C@@H](CO)O1 | 3.8
CC(C)C[C@H]1COc2cc(Br)ccc2S(=O)(=O)N1Cc1cccc(Cl)c1 | -0.6
COc1ccc(Nc2nc3cc(-c4ccsc4)sc3c(=O)n2C)cc1OC | -0.7
CCCCOCCCNC(=O)C[C@@H]1C[C@@]2(C(=O)OC)CCCCC=C2N(Cc2ccco2)C1=O | 1.3
CNC(=O)C1Cc2c(-c3ccccc3Oc3ccccc3)ccnc2O1 (stereo unspecified) | 3.0
O=S(=O)(c1ccc(C(F)(F)F)cc1)N1CCCc2nc(-c3ccc(Br)cc3)ccc21 | 2.4
COc1ccc(Cc2c(-c3cccc(Br)c3)nc3ccc(Cl)cn23)c(C)c1 | -2.9
CCOC(=O)C1(C)CCN1C(=O)c1cccc2ccccc12 (stereo unspecified) | 2.9
CCCNC(=O)C1(C)CCN(Cc2ccc(C)c3ccccc23)C1 (stereo unspecified) | 2.5
CN(Cc1ccccc1)Cc1cc(=O)oc2ccc3ccccc3c12 | 3.8
COc1ccc(-c2coc3c(C(=O)Nc4cccnc4)cccc23)c(C)c1 | 0.5
COCCNc1nc(NCc2cccc(OC)c2)c2sccc2n1 | 3.5
Cc1c(C(=O)NCc2ccc3c(c2)OCCO3)sc(=O)n1Cc1ccccc1C#N | 3.2
COC(=O)C[C@H]1CC[C@@H](NC(=O)Nc2ccc3c(c2)OCO3)[C@@H](CO)O1 | 1.3
CC1(Cc2cccc(C(F)(F)F)c2)C(=O)Nc2c(Cl)ccc(Cl)c21 (stereo unspecified) | 3.2
COCCNC(=O)C1(C)CCCN(C(=O)c2cc(C)on2)C1 (stereo unspecified) | -0.5
COC(=O)C1=C(C)N(Cc2ccccc2C(F)(F)F)C(=NCc2cc(OC)c(OC)c(OC)c2)NC1c1ccccc1C(F)(F)F (stereo unspecified) | 0.2
O=C1NC[C@H](Cc2ccc(O)cc2)N(C[C@H]2CCCN2C[C@H](Cc2ccccc2)N2C[C@H](Cc3ccccc3)N(CCc3ccccc3)C(=O)C2=O)C1=O | 2.4
COc1cc(F)ccc1-c1csc(C(O)(c2ccccc2)C(F)(F)F)n1 (stereo unspecified) | 2.5
COc1cccc(C(=O)N2CCC[C@H]2C(=O)N2CCC[C@H]2C(=O)N[C@@H](C)c2ccccc2)c1 | 3.8
COCCN1C[C@@H](CO)O[C@@H](n2cnc3c(NC4CC4)ncnc32)C1 | 1.9
CCCCCCCCN1C(=O)[C@H](CC(=O)NCCC(C)C)C[C@@]2(C(=O)OC)CCCCC=C12 | 2.8
O=C(CS(=O)(=O)c1ccccc1)CS(=O)(=O)c1ccccc1 | -0.7
COC(=O)CC1OCC=C2CN3CCC45C6=CC(=O)C(=O)C([N+](=O)[O-])=C6NC4C1C2CC35 (stereo unspecified) | 1.3
